TROY signal inh: TROY signaling inhibition; 0.98% of 360,000 active; inhibition, % at 10 µM; Q293 LMP1-TROYcd NF-kB luciferase reporter, 4 h; AID 1347056;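 active = compounds whose plate-normalised and pattern-corrected inhibition of the luciferase reporter signal at the single screening dose is 50% or more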
KKLEB tox: reduces viability of KKLEB cystic fibrosis airway cells | KKLEB CF airway cells viability, ATPlite luminescence, overnight; stronger effect = lower value; cells stimulated with P. aeruginosa culture filtrate | 0.36% of 360,000 active | activity change (cytotoxicity), % at 5 µM;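 active = corrected activity change at or below -50% at 5 µM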
HIF-2a inh: inhibitors of HIF-2a. 0.72% of 360,000 active. inhibition, % at 18.8 µM. 786-0 RCC cells HIF-2a reporter, luciferase luminescence, overnight;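 active = inhibition of the luminescence signal of 40% or more relative to plate controls, in a single-dose primary screen at 18.75 µM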
Shn3 3UTR inh: Schnurri-3 reporter inhibition in Clone20 osteoblasts | Clone20 osteoblast Shn3 3'UTR firefly luciferase, 24 h | inhibition, % at 12.5 µM | 0.52% of 360,000 active;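 active = mean inhibition of at least 75% with every replicate also reaching 75%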;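 note: 0% = median of neutral control wells and 100% = pilot-screen positive control compound; some compounds past the cut are filed as inactive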
NR2E3 ag-1: NR2E3 (human) agonism. inhibition of corepressor binding, % at 4.78 µM. AID 2300. GST-NR2E3/biotin-RetCOR TR-FRET, 1536-well. 0.12% of 320,000 active;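 active = percent inhibition above the cutoff of mean plus 3 SD of all tested compounds, set per screening campaign, cut at about 20% in these data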;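 note: 0% = DMSO wells and 100% = biotin wells as full block of FRET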
Target sequence (Q9Y5X4 whole entry, looked up): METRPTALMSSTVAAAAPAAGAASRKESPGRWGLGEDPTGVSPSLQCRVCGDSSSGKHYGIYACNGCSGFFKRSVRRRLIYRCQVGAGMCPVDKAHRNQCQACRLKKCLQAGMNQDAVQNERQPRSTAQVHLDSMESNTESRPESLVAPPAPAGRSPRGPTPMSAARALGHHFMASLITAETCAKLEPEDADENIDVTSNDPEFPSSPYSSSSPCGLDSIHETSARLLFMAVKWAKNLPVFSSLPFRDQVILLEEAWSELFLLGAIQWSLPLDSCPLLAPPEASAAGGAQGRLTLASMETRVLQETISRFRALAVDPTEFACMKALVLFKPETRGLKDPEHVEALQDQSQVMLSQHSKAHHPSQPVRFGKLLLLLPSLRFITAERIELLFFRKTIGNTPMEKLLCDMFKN
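Material – GST-tagged NR2E3 plus biotinylated RetCOR corepressor · Quantity – NR2E3 fusion 1.35 nM · Times – 5 h incubation at 4 °C · Medium – pH 7.5 Tris-based buffer · Technique – TR-FRET, Eu(K)-anti-GST donor, streptavidin-D2 acceptor, ex 340, em 617/671 nm · Benchmarks – high control biotin, low control 0.6% DMSO · Format – 1536-well plates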
CF NFkB block: inhibitors of cystic fibrosis induced NF-kB; inhibition, % at 5 µM; KKLEB NF-kB-GFP reporter, PAF-induced, GFP fluorescence overnight; 0.86% of 360,000 active;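 active = at least 50% inhibition at 5 µM, scaled per plate between neutral and stimulator controls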;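 note: PAF is a Pseudomonas aeruginosa culture filtrate used as stimulus; plate controls were PAF-stimulated DMSO wells for no effect and unstimulated DMSO wells for full effect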
TRAIL sens C8: caspase-8 TRAIL sensitization | NB7+C8 cells + TRAIL, ATPlite viability luminescence | inhibition (viability loss, TRAIL sensitization), % at 10 µM | 1% of 360,000 active;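 active = compounds causing at least 50% loss of cell viability in the single-dose screen, relative to plate controls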
MITF TRPM1 inh: MITF TRPM1 promoter inhibition in SK-MEL-5 cells; AID 488899; SK-MEL-5 TRPM1 promoter luciferase, 24 h; 0.83% of 330,000 active; inhibition, % at 12.5 µM;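 active = mean inhibition across replicates of 60% or more, whatever share of single replicates reaches that level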; note: values of inactives mirror those of a sister screen read the other way
NR2E3 ag-2: agonists of human NR2E3 nuclear receptor | AID 602229 | Q9Y5X4 | inhibition of corepressor binding, % at 3.98 µM | 0.35% of 360,000 active | CHO-S Gal4-NCOR/VP16-NR2E3 two-hybrid, luciferase;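 active = inhibition above the mean of all tested compounds plus 3 SD, cut at about 70% in these data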;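 note: 0% = DMSO with NR2E3 transfected cells and 100% = cells lacking NR2E3 construct; higher means lower luciferase signal from less NR2E3 corepressor binding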
Peg3 promoter: inhibitors of Peg3 promoter | AID 588405 | HeLa PEG-Prom luciferase reporter, luminescence, overnight | 1.7% of 360,000 active | inhibition, % at 20 µM;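 active = inhibition of at least 50% at 20 µM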
TWEAK Fn14 block: inhibitors of TWEAK-Fn14 interaction signaling; TWEAK-stimulated Fn14 reporter cells, luciferase luminescence, 8 h; inhibition, % at 10 µM; 2% of 360,000 active; AID 1159606; in the data active = inhibition above about 50%
Starred values were filed as active, the others as inactive; x = not tested or not shown. These rows are one share of the data (hit frequency here may not be typical).

SMILES	TROY signal inh	KKLEB tox	HIF-2a inh	Shn3 3UTR inh	NR2E3 ag-1	CF NFkB block	TRAIL sens C8	MITF TRPM1 inh	NR2E3 ag-2	Peg3 promoter	TWEAK Fn14 block
COc1ccc(CNC(=O)CN2CCN(S(=O)(=O)c3c(C)c(C)cc(C)c3C)CC2)cc1OC	-9	-32	10	10	x	14	9	1	-2	7	1
CCCCCCCCN1C(=O)[C@H](CC(=O)NCCCC)C[C@@]2(C(=O)OCC)CCCC=C12	-6	x	6	x	x	x	2	x	10	x	5
CCOC(=O)C1CCN(C(=O)Cn2cnc3sc(C)c(S(=O)(=O)N4CCOCC4)c3c2=O)CC1	7	2	10	3	4	-6	-10	-2	0	-2	7
CCOC(=O)Cn1c(Br)nc2c1c(=O)[nH]c(=O)n2C	0	9	11	-6	2	2	-30	-6	-12	10	-6
COC(=O)Cn1c(=NC(=O)c2cc(OC)c(OC)c(OC)c2)sc2cc(OC)ccc21	4	-16	15	-2	0	9	-19	1	-1	-7	-11
CC1=CC2=NC(=O)/C(=C\c3cc(C)n(-c4ccccc4)c3C)C(=N)N2O1	-18	2	-6	11	-2	18	-12	-2	-10	12	3
COc1ccc(C(=O)NCc2cccc(Cl)c2)cc1S(=O)(=O)N1CCOCC1	-10	16	8	-19	2	-9	-17	13	0	0	3
O=C(O)Cn1ncc2c1-c1ccoc1CC2	-17	19	15	-9	3	-7	6	11	-51	4	-9
CC(=O)N1c2ccccc2N2C(c3c(C)c(C)cc(C)c3C)=NON12	-2	7	22	11	x	-6	-5	-15	-20	20	-12
COc1ccc2oc(C(=O)OCC(=O)NC(=O)NC(C)C)c(C)c2c1	-28	-6	-5	-19	0	-12	-4	1	-5	3	8
COc1ccc(Nc2nc(Nc3ccc(OC)cc3)nc(SC3=NCCS3)n2)cc1	1	8	0	8	2	5	-8	4	-2	34	41
CCCCCCCC/C=C\CCCCCCCC(=O)NCCc1ccc(O)c(O)c1	-23	6	18	91*	5	59*	46	40	5	-13	-11
O=C1NCCC12C(=O)Nc1ccccc12 (configuration not stated)	-1	-1	10	-21	1	-6	-5	-9	-19	7	-16
CCOC(=O)N1CCC(NC(=O)Cn2ncc3c2-c2cc(C)ccc2OC3)CC1	-8	5	9	-3	0	-33	-3	-7	-10	7	14
CN1C(=O)c2ccc(NC(=O)c3c(C(=O)O)cccc3[N+](=O)[O-])cc2C1=O	-7	6	6	2	0	-9	-12	x	-3	5	4
Cc1ccc([N+](=O)[O-])cc1-c1ccc(/C=N/NC(=O)c2cc3c(ccc4ccccc43)o2)o1	15	-13	-3	18	5	-2	2	-4	5	24	-28
C=CCn1c(N)cc(=O)nc1SC(CC)C(=O)Nc1ccc(C(C)=O)cc1 (configuration not stated)	16	-2	7	-10	4	-14	-3	4	-16	-1	2
COc1ccc(S(=O)(=O)Nc2ccccc2OC)cc1N=Nc1c(O)[nH]c(=S)[nH]c1=O	8	-29	5	7	x	16	24	26	6	39	-23
COc1ccc(S(=O)(=O)NC2CC(C)(C)NC(C)(C)C2)cc1C(C)C	8	7	20	x	-2	4	7	-1	-47	4	-27
O=c1ncn(-c2ccc(F)cc2)c2ncccc12	22	7	1	-18	-3	6	-14	6	-10	-5	-3
CCCCOc1ccc(/C=C/C(=O)OCC(=O)c2c(N)n(C)c(=O)n(C)c2=O)cc1OCC	7	-16	11	-5	6	-5	-6	3	-21	6	0
Cn1c(=O)[nH]c(=O)c2c1nc(Br)n2CCCSc1nc2ccccc2o1	26	6	16	7	-3	2	-12	-6	-14	21	24
CCN1CCN(c2ccc(NC(=O)CC3OC(=O)c4ccccc43)cc2C)CC1 (configuration not stated)	-10	6	-99	-30	x	-17	-6	x	-5	-98	-15
Cc1nc(-c2ccc(C#N)cc2)cs1	-19	-7	-7	-84	3	3	0	-1	8	-15	4
c1ccc2c(Nc3nnc(-c4ccncc4)s3)cccc2c1	-23	-8	-292	-58	-2	19	30	-83	-100	-216	24
CCOc1cc(/C=N\NC(=O)Cc2ccccc2)ccc1OCC(=O)Nc1ccc(C)c(C)c1	-7	-12	18	53	3	5	22	64*	-14	11	-42
O=C(c1ccc2c(=O)n(-c3ccccc3)c(=S)[nH]c2c1)N1CCN(c2ccccc2)CC1	19	-3	9	-5	3	2	4	10	7	5	4
Oc1ccc(Br)cc1/C=N/n1cnc2ccccc21	-42	27	-361	-44	-1	-17	-3	-25	-41	-242	6
Cc1cc(C)n(-c2ccc(F)cc2)c(=O)c1C(=O)O	-1	0	12	10	1	3	-4	7	-7	-1	5
O=C(O)c1cc2ccc3ccccc3c2oc1=O	8	6	5	-5	0	-8	-11	7	-16	-7	-4
CCN(CC)CCN1C(=O)c2ccccc2NC1c1ccc(N(C)C)cc1 (configuration not stated)	21	5	-19	0	-1	0	-15	14	19	-17	68*
Cc1ccc(-c2nc(C#N)c(NCCN3CCCCC3)o2)cc1	-6	-9	-47	30	2	13	8	-12	-21	-45	0
Cc1cc(C)c(S(=O)(=O)Nc2c(C)[nH]c(=O)[nH]c2=O)c(C)c1	21	-5	16	16	3	17	-5	3	-15	7	-6
CCOc1cc(CN2CCCCC2)ccc1OC	-15	0	10	8	-1	-18	7	4	-45	-16	-1
COc1ccc(NC(=O)C2=C(C)NC(=O)NC2c2ccccc2[N+](=O)[O-])cc1 (configuration not stated)	-12	-6	5	-3	1	-3	15	8	-20	1	0
Cc1cc(NS(=O)(=O)c2ccc(NC(=S)NC(=O)c3ccc(Cl)cc3Cl)cc2)no1	6	-1	7	-15	2	-1	7	6	21	12	1

Pulled one by one from the list above, seven records:
SMILES	TROY signal inh	KKLEB tox	HIF-2a inh	Shn3 3UTR inh	NR2E3 ag-1	CF NFkB block	TRAIL sens C8	MITF TRPM1 inh	NR2E3 ag-2	Peg3 promoter	TWEAK Fn14 block
Cc1cc(NS(=O)(=O)c2ccc(NC(=S)NC(=O)c3ccc(Cl)cc3Cl)cc2)no1	6	-1	7	-15	2	-1	7	6	21	12	1
Cc1cc(C)n(-c2ccc(F)cc2)c(=O)c1C(=O)O	-1	0	12	10	1	3	-4	7	-7	-1	5
Oc1ccc(Br)cc1/C=N/n1cnc2ccccc21	-42	27	-361	-44	-1	-17	-3	-25	-41	-242	6
CCOc1cc(/C=N\NC(=O)Cc2ccccc2)ccc1OCC(=O)Nc1ccc(C)c(C)c1	-7	-12	18	53	3	5	22	64*	-14	11	-42
O=C(O)c1cc2ccc3ccccc3c2oc1=O	8	6	5	-5	0	-8	-11	7	-16	-7	-4
CCOc1cc(CN2CCCCC2)ccc1OC	-15	0	10	8	-1	-18	7	4	-45	-16	-1
c1ccc2c(Nc3nnc(-c4ccncc4)s3)cccc2c1	-23	-8	-292	-58	-2	19	30	-83	-100	-216	24

(listing goes on)
SMILES	TROY signal inh	KKLEB tox	HIF-2a inh	Shn3 3UTR inh	NR2E3 ag-1	CF NFkB block	TRAIL sens C8	MITF TRPM1 inh	NR2E3 ag-2	Peg3 promoter	TWEAK Fn14 block
COc1ccc(NC(=O)CN(C)S(=O)(=O)c2ccc(Br)s2)cc1OC	-2	9	3	19	6	1	8	-4	-3	13	13
C[C@H]1CNC(=O)c2c(C(=O)N[C@@H](Cc3c[nH]c4ccccc34)C(=O)OC(C)(C)C)ncn21	-9	3	2	-11	x	7	-12	x	-9	1	-29
Cc1cc(-c2nnn(CCCOC(C)(C)C)c2C)ccc1-c1cn(CCCOC(C)(C)C)nn1	14	-5	7	74	x	-6	25	x	6	8	15
O=C(COc1ccccc1)Nc1nnc(S(=O)(=O)N2CCCCC2)s1	-14	0	2	-11	2	5	-26	12	-6	10	2
N#Cc1ccc(CSc2nnc(-c3ccccc3)n2Cc2ccco2)cc1	-27	-8	-5	7	-1	8	-2	4	-2	1	3
CCOC(=O)Cn1c(=O)oc2cc(S(=O)(=O)NCC3CCCO3)ccc21 (configuration not stated)	-21	0	8	11	2	2	-1	x	-15	-5	10
O=C(c1ccc(S(=O)(=O)Nc2ccccc2F)cc1)N1CCCCCC1	-37	-4	-1	8	-1	18	-4	-1	7	4	4
COc1cccc(CNC(=O)C2CCN(S(=O)(=O)c3ccc4c(c3)CC(C)N4C(=O)C3CC3)CC2)c1 (configuration not stated)	-5	-3	16	19	1	-11	2	5	1	15	-23
O=C1ON(Cc2ccccc2)C(c2ccccc2)N1c1ccccc1 (configuration not stated)	7	4	-17	-3	x	-5	-14	-3	5	3	5
O=C(c1ccccc1)C1CCN(C(=O)c2cccs2)CC1	18	-5	16	-1	0	6	-9	-6	-9	14	-1
Cc1nc2ccc(S(=O)(=O)NC(C(=O)N3CCC(C)CC3)C(C)C)cc2s1 (configuration not stated)	15	-28	4	-7	1	10	-15	-4	3	-2	3
CCS(=O)(=O)N1CCN(CC(=O)NC2CCCCC2)CC1	-35	6	13	15	8	6	3	-8	7	30	-27
CCOC(=O)Cc1csc(NC(=O)c2c(O)c3ccccc3n(CC(C)C)c2=O)n1	36	11	11	10	-3	-6	8	19	-7	21	54*
CC1CCc2c(sc(NC(=O)c3ccc(Cn4cc([N+](=O)[O-])cn4)o3)c2C#N)C1 (configuration not stated)	-9	-1	-52	-4	2	11	-1	-9	-22	-41	7
Cc1ccc2c(c1)nnn2C1CCN(S(=O)(=O)c2ccc3ccccc3c2)CC1	21	7	9	19	-1	14	16	6	3	18	13
CO/N=C/C(=N\Nc1ccccc1)C(=O)c1ccccc1	-18	-6	-28	-6	-2	-14	0	0	-2	-41	-8

Structures shown so far containing a tert-butyl group, in the order listed:
SMILES	TROY signal inh	KKLEB tox	HIF-2a inh	Shn3 3UTR inh	NR2E3 ag-1	CF NFkB block	TRAIL sens C8	MITF TRPM1 inh	NR2E3 ag-2	Peg3 promoter	TWEAK Fn14 block
C[C@H]1CNC(=O)c2c(C(=O)N[C@@H](Cc3c[nH]c4ccccc34)C(=O)OC(C)(C)C)ncn21	-9	3	2	-11	x	7	-12	x	-9	1	-29
Cc1cc(-c2nnn(CCCOC(C)(C)C)c2C)ccc1-c1cn(CCCOC(C)(C)C)nn1	14	-5	7	74	x	-6	25	x	6	8	15
